Caspase-7 inhib – caspase-7 (human) inhibition, allosteric or competitive. P55210. recombinant caspase-7, Ac-DEVD-AFC fluorescence rate. Potency, µM (top dose mostly 57.5 µM), without a hit: top-dose activity change, negative = inhibition, most hits filed as inhibitors. 0.02% of 75,000 active; active = well fitted inhibition curve with a large enough effect in the main read-out, with a control signal flat, not every such curve was filed as active; inconclusive = small, poorly fitted or top-dose-only effect, or a change in a side signal; note: potency is the fitted concentration of half-maximal effect; % of control where 0% means no effect
Target sequence (P55210 24-198 limits assumed): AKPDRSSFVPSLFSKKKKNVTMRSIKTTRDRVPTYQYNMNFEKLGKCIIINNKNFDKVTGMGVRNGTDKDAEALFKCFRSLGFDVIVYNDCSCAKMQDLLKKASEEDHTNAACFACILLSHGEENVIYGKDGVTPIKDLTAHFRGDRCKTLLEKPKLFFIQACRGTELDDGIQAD
Target sequence (P55210 207-303 limits assumed): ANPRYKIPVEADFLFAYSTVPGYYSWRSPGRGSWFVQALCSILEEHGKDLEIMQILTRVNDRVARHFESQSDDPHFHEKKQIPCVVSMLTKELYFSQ
CRE Fsk mod – alters forskolin-stimulated CRE reporter signaling in CHO cells | CHO CRE-bla reporter (cAMP response element driving beta-lactamase), forskolin EC10, beta-lactamase ratio | Potency, µM (top dose mostly 38.2 µM), without a hit: at the highest dose activity change, negative = inhibition, hits mostly activators | 2.5% of 71,000 active; active = well fitted activation curve with a large enough effect in the signal ratio, with a control signal flat, not every such curve was filed as active; inconclusive = small, poorly fitted or top-dose-only effect, or effect the other way, or a change in a side signal; the % refers to the signal ratio; note: potency is the fitted concentration of half-maximal effect; % of control where 0% means no effect
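Beta-lactamase reporter under a cAMP responsive element in CHO cells; compounds tested in titration series against EC10 NKH 477, 3 h at 37 °C. Read-out: CCF4 FRET ratio 460nm/530nm (excitation 405nm) giving %Activity, fitted to AC50.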
BRCT inh red – inhibitors of human BRCA1 BRCT-phosphoprotein interaction (red fluorophore). BRCT-phosphopeptide binding, red fluorescence polarization. 0.03% of 75,000 active. P38398. Potency, µM (doses to about 76.9 µM), for inactives: at the highest dose activity change, negative = inhibition, usual class: inhibitors; note: % is set by controls: 0 for no effect and ±100 for the full control effect
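Fluorescence polarization: 100 nM His-tagged BRCA1 BRCT with 100 nM TAMRA-labelled phospho-BACH1 decapeptide, phosphate buffer pH 7.3 with 150 mM NaCl, DTT, 0.01% Tween 20; 12 min RT. Binding inhibition seen as FP decrease.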
Luciferase inh – inhibitors of firefly luciferase. P08659. purified firefly luciferase, luminescence, 8 min. Potency, µM (series often up to 57.1 µM), for the others: at the top dose activity change, negative = inhibition, actives largely listed as inhibitors. 2.2% of 72,000 active. AID 411; note: potency is the fitted concentration of half-maximal effect; % is set by controls: 0 for no effect and ±100 for the full control effect; nearly all actives have a fitted effect of over 40% in size
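Substrate buffer containing 10 uM ATP (pH 7.2 imidazole, Mg2+, KCl, detergent, BSA) is dispensed, compound pinned in, then luciferase/luciferin detector mix added. After 8 min at ambient temperature, light output is measured.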
BRCT PPI green – inhibitors of human BRCA1 BRCT-phosphoprotein interaction (green fluorophore); P38398; BRCA1 BRCT-phosphopeptide binding, green fluorescence polarization; Potency, µM (doses to about 76.9 µM), for inactives: at the top dose activity change, negative = inhibition, actives largely listed as inhibitors; 0.05% of 75,000 active; AID 875;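 note: potency is the fitted concentration of half-maximal effect; plate controls were peptide without protein for full effect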
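Compounds were incubated for 12 min at room temperature with a complex of 100 nM fluorescein-tagged pBACH1 decapeptide and 250 nM His-tagged BRCT protein. Buffer was phosphate pH 7.3 with EDTA, DTT and Tween 20. Disruption of binding lowers the polarization signal.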
HEK293 cAMP cs – raises cAMP in parental HEK293 cells, TSHR agonist counter-screen; 2.5% of 73,000 active; parental HEK293 CNG cAMP sensor, membrane potential fluorescence; AID 938; Potency, µM (highest dose often 57.1 µM), without a hit: at the highest dose activation, usual class: activators; note: potency is the fitted concentration of half-maximal effect; % of control where 0% means no effect; nearly all actives have a fitted effect of over 55% in size
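Counterscreen for endogenous-receptor signalling: CNG-channel HEK 293 cells report cAMP rise by membrane depolarization. After 60 min dye equilibration with 100 uM RO 20-1724, compounds incubated 30 min before bottom-read fluorescence at 590 nm.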
Tau filament bind – tau filament binding | Potency, µM (doses to about 57.1 µM), for the others: at the top dose activity change, negative = inhibition | P10636 | 2% of 71,000 active | recombinant tau filaments, thioflavin S fluorescence, 15 h; filaments grown with octadecylsulfate alongside compound;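 note: potency is the fitted concentration of half-maximal effect; % is set by controls: 0 for no effect and ±100 for the full control effect; actives lower thioflavin S fluorescence by blocking filaments or displacing dye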
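His-tagged recombinant human tau (exons 2, 3 and 10 included), 1 uM, was induced to fibrillize by 30 uM sodium octadecylsulfate with compound present. After 15 h at 37 C, thioflavine S fluorescence (ex 450, em 510 nm) was read.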
Casp1 inh – caspase-1 (human) inhibition, allosteric or competitive; Caspase-1 enzyme, Ac-WEHD-AFC fluorogenic rate; 0.03% of 75,000 active; Potency, µM (series often up to 57.5 µM), for inactives: at the top dose activity change, negative = inhibition, actives largely listed as inhibitors; P29466;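 note: potency is the fitted concentration of half-maximal effect; plate controls were vehicle for no effect and no substrate for full effect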
Target sequence (P29466 120-297 limits assumed): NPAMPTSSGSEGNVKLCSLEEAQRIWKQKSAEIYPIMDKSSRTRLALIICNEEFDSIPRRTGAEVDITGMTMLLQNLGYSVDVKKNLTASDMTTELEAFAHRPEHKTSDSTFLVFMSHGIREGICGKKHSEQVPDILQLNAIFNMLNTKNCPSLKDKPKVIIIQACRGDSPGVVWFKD
Target sequence (P29466 317-404 limits assumed): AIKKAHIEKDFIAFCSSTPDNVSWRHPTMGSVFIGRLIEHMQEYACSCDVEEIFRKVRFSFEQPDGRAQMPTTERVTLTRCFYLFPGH
A350 autofl – compounds fluorescent in Alexa 350 spectral region; Compound autofluorescence, 340/450 nm, Alexa 350 dye-equivalents; hits give high values; max dye-equivalent concentration, M; 11% of 59,000 active; AID 590; in the data active = max dye-equivalent concentration above about 10 nM; inconclusive = mostly about 1.1 nM to 9.6 nM
USP2a inh – inhibitors of human ubiquitin-specific protease USP2a. AID 927. Potency, µM (titrated, usually from 38.3 µM), inactives show at the highest dose activity change, negative = inhibition, hits mostly inhibitors. O75604. 0.1% of 60,000 active. USP2a enzymatic assay, qHTS inhibition;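 note: potency is the fitted concentration of half-maximal effect; nearly all actives have a fitted effect of over 60% in size; plate controls were DMSO for no effect and NEM full inhibition control for full effect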
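USP2 core (20nM final) preincubated 30 min RT with compound, then Ub-PLA2 20nM and NBD C6-HPC 20uM final added; buffer 20mM Tris-HCl pH 8.0, 2mM CaCl2. Fluorescence Ex 460/Em 535 read at 0 and 2.5 h; normalized to NEM.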
ERK AVP block – vasopressin-driven ERK pathway inhibition; HEK293-V1b, vasopressin-stimulated pERK AlphaScreen; Potency, µM (highest dose often 57.5 µM), for inactives: at the highest dose activity, negative = inhibition, usual class: inhibitors; 0.99% of 72,000 active; note: potency is the fitted concentration of half-maximal effect; % is set by controls: 0 for no effect and ±100 for the full control effect; nearly all actives have a fitted effect of over 55% in size
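Phosphorylated ERK1/2 detected via AlphaScreen bead proximity in lysates of V1b-expressing HEK293 cells given 25 nM vasopressin for 5 min after 30 min compound exposure (37 °C). AC50 from Hill equation; basal DMSO 0%, vasopressin 100%.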
The depositor's hits bear a star; i = inactive; ? = inconclusive; nt = not tested or not shown; [ ] = another dose, or the depositor's remark. Unless noted, calls come from the whole dose curve; as a rule, active = well fitted curve in the direction sought with a large enough effect; inconclusive = small, poorly fitted or top-dose-only effect, or another doubt; inactive = no such curve, though single readings can be large; an effect the other way counts as inactive or inconclusive.

#1 COc1ccc(C(=O)c2ccc(N3CCN(C4CC(=O)NC4=O)CC3)cc2)cc1F (stereo unspecified)
#2 Cc1ccc2nc(-c3ccccn3)cc(C(=O)NC3CCN(C)CC3)c2c1
#3 CCn1cc(SCC(=O)NCC2CCCO2)c2ccccc21 (stereo unspecified)
#4 O=C(Oc1ccccc1)N1CCC2(CC1)CCN(c1ccccn1)CC2
#5 CCOc1cc(CNc2ncnc3nc[nH]c23)ccc1OC
#6 C=CCn1c(N)c(C(=O)Nc2ccccc2OC)sc1=S
#7 CCn1cc(C(C)(C)C)c(C#N)c1NC(C)=O
#8 O=C1c2cccc3cccc(c23)C(=O)N1c1cccnc1

Assay by compound,1,2,3,4,5,6,7,8
Caspase-7 inhib,-4%,-1%,-5%,-4%,2%,-1%,2%,0%
CRE Fsk mod,8%,-1%,2%,-3%,-3%,?,-2%,?
BRCT inh red,0.2%,-1.4%,-1.5%,-0.9%,-2.0%,-1.2%,0.2%,0.1%
Luciferase inh,1%,1%,2%,-2%[11.4 µM],1%,-20%,0%,0%
BRCT PPI green,-2.0%,-1.3%,-2.1%,-3.8%,-2.2%,0.9%,-0.5%,-0.4%
HEK293 cAMP cs,5%,28%,5%,13µM*,15%,-20%,9%,10%
Tau filament bind,13%,4%,-18%,23%,6%,-2%,-4%,-5%
Casp1 inh,-1%,1%,-5%,-4%,1%,-2%,-2%,-1%
A350 autofl,i,?,nt,i,nt,i,?,1.3e-07M*
USP2a inh,26%,7%,nt,-22%,nt,2%,2%,14%
ERK AVP block,?,-15%,nt,?,nt,-18%,-16%,?

#9 Cc1ccc(S(=O)(=O)N2CCCC2C(=O)N(C)Cc2cccs2)cc1 (stereo unspecified)
#10 COc1cccc(NC(=O)CSc2nnc(-c3cc(C)n(-c4ccccc4)c3C)o2)c1
#11 O=S(=O)(CCc1ccccc1)/N=C/c1cccs1
#12 C/C(CCN1CCc2nc(-c3ccccc3)c(-c3ccccc3)cc2C1)=N\OC[C@@H](O)COCc1ccco1
#13 CCN(Cc1ccccc1)C(=O)CC1Oc2ccccc2NC1=O (stereo unspecified)
#14 C(=C\CSc1nnnn1-c1ccccc1)/CSc1nnnn1-c1ccccc1
#15 O=c1c2ccccc2nc(SCc2nc3ccccc3s2)n1Cc1ccco1
#16 Cc1ccc(Cn2c(SCC(N)=O)nc3c2c(=O)n(C)c(=O)n3C)cc1

Assay by compound,9,10,11,12,13,14,15,16
Caspase-7 inhib,1%,-4%,0%,3%[11.5 µM],-1%,-15%,-2%,5%
CRE Fsk mod,1%,?,-1%,nt,-2%,?,9%,9%
BRCT inh red,-3.5%,0.5%,-1.5%,0.0%[15.4 µM],0.1%,0.0%,-1.0%,-0.2%
Luciferase inh,0%,-22%,0%,2%[11.4 µM],-7%,0%,-11%,4%
BRCT PPI green,0.1%,-0.8%,-0.1%,-0.1%[15.4 µM],-1.0%,1.0%,0.7%,0.7%
HEK293 cAMP cs,13%,?,?,10%[11.4 µM],4%,?,?,?
Tau filament bind,3%,37%,-7%,nt,11%,30%,9%,12%
Casp1 inh,3%,-3%,0%,-10%[11.5 µM],0%,0%,-2%,2%
A350 autofl,i,i,i,nt,nt,nt,i,?
USP2a inh,-4%,32%[activator],1%,nt,nt,-1%,11%,1%
ERK AVP block,11%,-26%,5%,-13%[11.5 µM],?,12%,5%,-16%

#17 CC(=O)Nc1cccc(Oc2ccc(-c3noc(C)n3)cc2)c1
#18 Cc1cc(C)n(-c2ccc(C(=O)NCc3ccc4c(c3)OCO4)cc2)n1
#19 Cc1ccc(C(=O)OCc2cn3ccccc3n2)cc1
#20 CCN(CC)CCCC(C)NC1=NCCCCC1 (stereo unspecified)
#21 CCOc1ccc(NC(=O)C(C)Sc2nnc(C)n2C)cc1 (stereo unspecified)
#22 CCOCCCN1C(=O)CN(C2CCCCC2)C(=O)C1c1ccc(OC)c(OC)c1 (stereo unspecified)
#23 CCSCCNC(=O)c1cc(-n2cnnc2)ccc1Cl
#24 O=C(c1cnccn1)N1CCC2(CCCN(c3ccccn3)C2)CC1

Assay by compound,17,18,19,20,21,22,23,24
Caspase-7 inhib,0%,0%,-7%,-1%,-2%,0%,-1%,-1%
CRE Fsk mod,-3%,-8%,23%,8%,9%,-2%,2%,-3%
BRCT inh red,0.5%,0.9%,0.5%,0.3%,1.6%,-1.5%,-3.6%,-0.4%
Luciferase inh,13µM*,-30%,-1%,0%,-9%,2%,0%,1%[11.4 µM]
BRCT PPI green,1.7%,-1.6%,-2.4%,0.3%,-0.1%,0.2%,0.8%,-2.0%
HEK293 cAMP cs,14%,7%,?,-3%,?,0%,5%,8%
Tau filament bind,-8%,-18%,1%,5%,-8%,6%,17%,-7%
Casp1 inh,-2%,2%,-3%,2%,-1%,-1%,0%,-3%
A350 autofl,i,1.1e-08M*,i,i,nt,i,i,i
USP2a inh,-1%,2%,-4%,-2%,nt,-2%,-14%,4%
ERK AVP block,?,8%,-4%,-3%,-11%,7%,-22%,11%

#25 CC(=O)Nc1ccc(S(=O)(=O)Nc2nnc(C3CCCCC3)s2)cc1
#26 CCSc1sccc1C1C(C#N)=C(N)N(c2cccnc2)C2=C1C(=O)CC(C)(C)C2 (stereo unspecified)
#27 Nc1nc(CSc2ccccn2)nc(Nc2ccccc2)n1
#28 Cc1cc(C)c2[nH]c(=O)c(CN(Cc3ccco3)C(=O)C3CCCO3)cc2c1 (stereo unspecified)
#29 CCOC(=O)NC(NC(=O)OCC)C(=O)c1ccc(F)cc1
#30 Nc1ncnc2c1nc(Br)n2[C@H]1O[C@H]2COP(=O)(O)O[C@H]2[C@@H]1O
#31 CC1(O)c2ccccc2C(=O)N1Cc1ccccc1 (stereo unspecified)
#32 CC(=O)N(CC(=O)Nc1nn(-c2ccccc2)nc1C(N)=O)Cc1ccccc1
#33 CS(=O)(=O)N1CCN(c2ncccn2)CC1
#34 CC1CCN(S(=O)(=O)c2ccc(NC(=O)CSc3nnnn3C)cc2)CC1
#35 CCc1nnc(NC(=O)C2CCCN(c3nc(C)cc(C)n3)C2)s1 (stereo unspecified)

Assay by compound,25,26,27,28,29,30,31,32,33,34,35
Caspase-7 inhib,2%,-1%,0%,-3%,0%,2%,4%,0%,0%,1%,-1%
CRE Fsk mod,-1%,?,?,-11%,0%,?,-2%,-1%,4%,-5%,1%
BRCT inh red,-0.4%,0.4%,-0.8%,-5.1%,-5.0%,-0.3%,-0.1%,0.0%,-0.2%,-0.7%,-0.7%
Luciferase inh,1%,-2%,20µM*,-12%,1%,0%,0%,0%,0%,-13%,1%
BRCT PPI green,-1.1%,0.4%,1.6%,2.5%,-2.9%,-3.5%,-2.7%,1.3%,1.5%,-3.2%,-0.4%
HEK293 cAMP cs,17%,17%,?,28%,13%,1%,3%,-2%,1%,3%,15%
Tau filament bind,215%,16%,0%,3%,-2%,40µM*,-5%,-10%,10%,260%,-1%
Casp1 inh,1%,1%,0%,-5%,2%,0%,-1%,1%,1%,1%,5%
A350 autofl,i,nt,i,1.7e-08M*,?,nt,i,i,i,?,i
USP2a inh,-1%,24%,1%,30%[activator],-9%,nt,-3%,17%,-3%,1%,3%
ERK AVP block,-20%,4%,-20%,4%,49%,5%,12%,-22%,-2%,6%,2%

Ordered by molar mass (ascending): some entries from above
#35 CCc1nnc(NC(=O)C2CCCN(c3nc(C)cc(C)n3)C2)s1 (stereo unspecified)
#25 CC(=O)Nc1ccc(S(=O)(=O)Nc2nnc(C3CCCCC3)s2)cc1
#30 Nc1ncnc2c1nc(Br)n2[C@H]1O[C@H]2COP(=O)(O)O[C@H]2[C@@H]1O
#14 C(=C\CSc1nnnn1-c1ccccc1)/CSc1nnnn1-c1ccccc1
#26 CCSc1sccc1C1C(C#N)=C(N)N(c2cccnc2)C2=C1C(=O)CC(C)(C)C2 (stereo unspecified)

Assay by compound,35,25,30,14,26
Caspase-7 inhib,-1%,2%,2%,-15%,-1%
CRE Fsk mod,1%,-1%,?,?,?
BRCT inh red,-0.7%,-0.4%,-0.3%,0.0%,0.4%
Luciferase inh,1%,1%,0%,0%,-2%
BRCT PPI green,-0.4%,-1.1%,-3.5%,1.0%,0.4%
HEK293 cAMP cs,15%,17%,1%,?,17%
Tau filament bind,-1%,215%,40µM*,30%,16%
Casp1 inh,5%,1%,0%,0%,1%
A350 autofl,i,i,nt,nt,nt
USP2a inh,3%,-1%,nt,-1%,24%
ERK AVP block,2%,-20%,5%,12%,4%

Screening results (PubChem BioAssay)
